High-throughput results: PubChem BioAssay, ICCB-Longwood Screening Facility, Harvard Medical School
PV pol inh: poliovirus RdRp elongation inhibitors, primary screen, biochemical, fluorescence polarization, total intensity | Genome polyprotein (Poliovirus type 1 (strain Mahoney)), P03300 | poliovirus polymerase elongation; hits give low values | % elongation, % (compound at 16.7 µg/mL) | 0.66% of 150,000 active | AID 588519, 2011; in the data active = % elongation below about 90%; note: some results filed as inactive read as strong as hits
Target sequence (P03300 1749-2209 limits assumed): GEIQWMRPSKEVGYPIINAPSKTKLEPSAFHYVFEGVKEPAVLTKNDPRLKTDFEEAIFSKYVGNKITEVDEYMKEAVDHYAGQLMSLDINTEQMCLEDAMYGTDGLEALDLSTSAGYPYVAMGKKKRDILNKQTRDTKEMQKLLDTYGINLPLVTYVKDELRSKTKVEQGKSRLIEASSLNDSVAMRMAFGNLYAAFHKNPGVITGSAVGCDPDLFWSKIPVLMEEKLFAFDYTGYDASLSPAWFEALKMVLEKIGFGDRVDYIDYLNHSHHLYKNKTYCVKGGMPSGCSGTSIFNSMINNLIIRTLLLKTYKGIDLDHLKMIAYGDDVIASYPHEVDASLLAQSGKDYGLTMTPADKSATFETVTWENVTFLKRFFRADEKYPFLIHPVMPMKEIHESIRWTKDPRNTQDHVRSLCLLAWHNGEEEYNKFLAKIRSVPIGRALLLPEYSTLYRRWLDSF
PV pol inh FP z-score: also measured in PV pol inh; calls as there; z-score; measured here: FP z-score; hits read low
Active calls of the source: *; & = joins results of further samples.

SMILES	PV pol inh	PV pol inh FP z-score
COc1ccccc1OCc1nc2ccccc2n1CC(C)C	104	0.5
COCCCNC(=O)C1CCN(Cc2cc3ccccc3n2Cc2cccc(Cl)c2)CC1	111	1
Cc1ccc(NC(=O)CCc2c(C)nc3nc(C)nn3c2C)c(Cl)c1	109	0.6
Cc1ccc2oc(-c3cccc(NC(=O)CC(C)C)c3)nc2c1	106	0.4
COc1ccc(C(CC(=O)N2CCN(c3ccccc3F)CC2)N2Cc3ccccc3C2=O)cc1OC (stereo not given)	104	0.8
C=CCSc1n[nH]c(=O)n1-c1ccc2c(c1)OCCO2	100	-1.6
CCNC(=O)C1CCN(c2cnccn2)CC1	106	2.3
CSc1ccc(CCNC(=O)CCn2c(=O)c3cccn3c3ccc(F)cc32)cc1	108	0.2
CN(C)Cc1c(O)ccc2c(=O)c(-c3ccccc3)c(C(F)(F)F)oc12	100	-0.6
CCOc1ccc(-c2nc(-c3cccs3)c(CC(=O)O)s2)cc1OC	106	0.5
CCC(C)n1c(SCc2c(F)cccc2Cl)nc2ccsc2c1=O (stereo not given)	117	2.6
CCOC(=O)N1CCC(NC(=O)C(NC(=O)C2CCC(C)CC2)C(C)C)CC1 (stereo not given)	99	-0.1
Cc1cc(Br)ccc1NC(=O)CS(=O)(=O)c1cccc2nsnc12	103	0.4
c1ccc(Oc2cccc(CSc3nnc(-c4ccc5c(c4)OCO5)o3)c2)cc1	103	0.1
CC(Oc1ccccc1F)c1nnc(SCc2ccc(C#N)cc2)o1 (stereo not given)	99	-0.7
CN(C)c1ccc(C(=O)N2CCCC2)cc1	106	0.3
CCC(Sc1nc2ccncc2[nH]1)C(=O)N(CC)CC (stereo not given)	103	-0.1
C[N+](C)(C)CCOC(N)=O	105&99	0.6&-0.2
S=P(Nn1cnnc1)(c1ccccc1)c1ccccc1	102	0.1
N#Cc1c(N2CCCC(C(=O)O)C2)nc(N)c2c(N)nc3c(c12)CC(=O)N3C1CCCC1 (stereo not given)	101	0

Of the compounds above, 8 contain a carbonyl joined to an NH by a bond outside any ring:
SMILES	PV pol inh	PV pol inh FP z-score
COCCCNC(=O)C1CCN(Cc2cc3ccccc3n2Cc2cccc(Cl)c2)CC1	111	1
Cc1ccc(NC(=O)CCc2c(C)nc3nc(C)nn3c2C)c(Cl)c1	109	0.6
Cc1ccc2oc(-c3cccc(NC(=O)CC(C)C)c3)nc2c1	106	0.4
CCNC(=O)C1CCN(c2cnccn2)CC1	106	2.3
CSc1ccc(CCNC(=O)CCn2c(=O)c3cccn3c3ccc(F)cc32)cc1	108	0.2
CCOC(=O)N1CCC(NC(=O)C(NC(=O)C2CCC(C)CC2)C(C)C)CC1 (stereo not given)	99	-0.1
Cc1cc(Br)ccc1NC(=O)CS(=O)(=O)c1cccc2nsnc12	103	0.4
C[N+](C)(C)CCOC(N)=O	105&99	0.6&-0.2

(next part)
SMILES	PV pol inh	PV pol inh FP z-score
COc1ccccc1NC(=O)C1=C(C)Nc2nc(SCc3ccccc3)nn2C1c1cccc(O)c1 (stereo not given)	104	-0.1
COc1cccc(NC(=O)c2ccc(-n3cnc4cccnc43)cc2)c1	103	0.2
CN1c2ccccc2Oc2nnc(N3CCN(c4ccccc4)CC3)cc21	103	0.2
CCOc1ccc(C(=O)N/N=C/c2c(C)[nH]c(=O)[nH]c2=O)cc1	102	-0.1
Cc1ccc(OCC(=O)Nc2cccc(OCc3cc(=O)n4ccccc4n3)c2)cc1C	109	0.7
Cc1ccc2ncc3c(-c4ccc(F)cc4)nn(CC(=O)Nc4ccccc4C)c3c2c1	108	0.5
COc1ccc(C(C)NC(=O)CN(c2cc(OC)ccc2OC)S(=O)(=O)c2ccccc2)cc1 (stereo not given)	107	0.7
Cc1noc(C)c1NC(=O)NCc1ccc2c(c1)OCO2	102	-0.2
O=C(Nc1ccccc1)N(Cc1cccs1)c1ccc(Cl)cc1	106	0
COc1ccccc1NC(=S)N(CCO)Cc1cc2cc3c(cc2[nH]c1=O)OCCO3	106	0.9
COc1ccccc1CNc1ccc(-c2nc(C(C)C)no2)cc1[N+](=O)[O-]	109	0.2
COc1ccc(-c2c(C)c3ccccc3oc2=O)cc1	99	-0.6
Cc1c(C)c(C)c(CN2CCCCC2)c(C)c1C	100	-0.5
CC(C)CCn1c(Oc2ccccc2F)nc2c1c(=O)n(C)c(=O)n2C	105	0.3
Cc1ccc(CNC(=O)CCS(=O)(=O)c2ccc3c(c2)oc(=O)n3C)cc1	100	-0.9
O=C(NCc1ccc(Cl)cc1)C(=O)NCC(c1cccs1)S(=O)(=O)c1cccs1 (stereo not given)	109	0.4
COCCNC(=O)CCCn1c(=O)c2cc(OC)c(OC)cc2n(CC(=O)Nc2ccc(F)cc2)c1=O	102	-0.7
COC(=O)c1cc2sccc2n1Cc1nc(-c2ccc(C)cc2)oc1C	99	-2.4
CC(NC(=O)c1ccc(C23CC4CC(CC(C4)C2)C3)cc1)C(=O)O (stereo not given)	101	-0.1
Cc1ccc(CNC(=O)c2ccc(Cn3c(SCc4ccccc4F)nc4cccnc43)cc2)cc1	113	0.6
Cc1ccnn1Cc1cc(C(=O)O)c2ccccc2n1	102	0.2
CC1CCN(C(=O)Cn2cc(SCC(=O)NCc3ccc(F)cc3)c3ccccc32)CC1	111	-0.4
CCN(CC)c1ccc2cc(-c3nnc(-c4cccc(Cl)c4)o3)c(=O)oc2c1	90	-1.8
CCCCN1CCN(c2nc(-c3ccccc3)c3cc(C)ccc3n2)CC1	104	0.4
CC[C@H]1OC(=O)[C@H](C)[C@@H](OC2CC(C)(OC)C(O)C(C)O2)[C@H](C)[C@@H](OC2OC(C)CC(N(C)C)C2O)[C@](C)(O)C[C@@H](C)/C(=N\OCOCCOC)[C@H](C)[C@@H](O)[C@]1(C)O (stereo not given in full)	102	0.3
CC(=O)N1CCc2cc(N=Cc3ccc(Cl)cc3)ccc21	115	2.4
Cc1ccc(S(=O)(=O)N2Cc3ccccc3C(C)CC23CCCCC3)cc1 (stereo not given)	103	-0.1
Cc1ccc(CCNC(=O)c2ccc(CNS(=O)(=O)c3ccc(F)cc3)cc2)cc1	98	-1.3
O=C1N=C(N2CCOCC2)SC1=C1CCCC1	104	0.6
NC(=O)c1ccccc1NC(=O)COc1ccc2c(c1)OCO2	101	-0.2
COC(=O)c1oc2ccccc2c1COc1ccccc1	108	0.8
COc1ccc(CCNC(=O)CCCCCn2c(SCC(N)=O)nc3cc4c(cc3c2=O)OCO4)cc1OC	108	0.6
CCN1C(=O)NC(=O)/C(=C\c2cn(CC(=O)N3CCCCC3C)c3ccccc23)C1=O (stereo not given)	83	-7
CCC(=O)N1CCc2cc(Br)cc(S(=O)(=O)N3CCN(c4ccc(C)cc4)C(C)C3)c21 (stereo not given)	105	0.2
COc1ccc(C2CC(=O)N3CN(C4CCCCC4)CSC3=C2C#N)cc1 (stereo not given)	75*	-4.3*
CCOCCc1nn2c(=O)cc(COC(=O)c3ccccc3Br)nc2s1	107	0.2
CCNC(=S)N1CCN(S(=O)(=O)c2ccc(Cl)cc2)CC1	99	-0.7
COc1ccc(C(=O)CSc2n[nH]c(=O)n2Cc2ccco2)cc1	108	0.5
Cc1ccc(Cl)cc1Nc1nn2c(=O)c3ccc(C(=O)NC4CCC(C)CC4)cc3nc2s1 (stereo not given)	110	0.4
O=S(=O)(CCN1CCOCC1)c1ccc(Oc2ccc(S(=O)(=O)CCN3CCOCC3)cc2)cc1	99	-1

Single records (already shown).
COc1cccc(NC(=O)c2ccc(-n3cnc4cccnc43)cc2)c1 is entered as PV pol inh = 103; PV pol inh FP z-score = 0.2
CCC(C)n1c(SCc2c(F)cccc2Cl)nc2ccsc2c1=O (stereo not given) is entered as PV pol inh = 117; PV pol inh FP z-score = 2.6
COC(=O)c1cc2sccc2n1Cc1nc(-c2ccc(C)cc2)oc1C is entered as PV pol inh = 99; PV pol inh FP z-score = -2.4

(next part)
SMILES	PV pol inh	PV pol inh FP z-score
COc1cc2nc(NC(=O)c3ccc(S(=O)(=O)N4CCc5ccccc54)cc3)sc2cc1OC	106	-0.3
COc1ccccc1C(=O)NCCC(=O)Nc1ccc(S(N)(=O)=O)cc1	99	-0.3
CCOc1ccc(C(=O)Nc2ccc(NC(=O)c3ccccc3)cc2)cc1Br	105	0.3
N#CCCn1ccc(NC(=O)c2ccc(Cl)cc2)n1	101	-0.2
CSc1nnc2c3cc(C)ccc3n(C)c2n1	100	0.1
CN1C(=O)/C(=C2/Sc3ccc(Cl)cc3N2C)SC1=S	103	0.2
C=CCc1c(C)nc(SC)[nH]c1=O	100	-0.2
CCNc1nc(C)c(C(=O)O)s1	100	-0.5
Cc1ccc(Cl)cc1N1CCN(CCCNc2ncnc3onc(-c4ccc(Cl)cc4)c23)CC1	107	0
C1CCN=C(NCC2(N3CCCCC3)CCCCC2)CC1	103	0.2
CCOc1ccc(CC(=O)NCCc2sc3nc(-c4ccc(F)cc4)nn3c2C)cc1	110	0.7
O=C(O)c1csc(Br)c1Br	102	0.1
COc1ccc(CNC(=O)c2cc(C3CC3)nc3c2c(C)nn3-c2cccc(Cl)c2C)cc1	110	0.4
C/C(=N\NS(=O)(=O)c1ccc(Br)cc1)c1cccs1	99	0
S=C(NCc1ccco1)N1CCOCC1	101	0.1
Cc1cc(-n2c(C)nc3ccccc3c2=O)ccc1NC(=O)c1ccc([N+](=O)[O-])cc1	105	-0.5
Cc1cc(O)c(Cc2cc(Cl)c3cccnc3c2O)c(=O)o1	133	3.8
CCCCNC(=O)CCc1c(C)nc2cc(-c3ccccc3)nn2c1C	105	-0.1
COc1ccc(-c2nc3ccccc3o2)cc1NC(=O)COc1ccc(C(C)(C)C)cc1	103	-0.2
CCOc1ccc(CNC(=O)CCCn2c(=O)c3cccn3c3ccc(F)cc32)cc1	114	1.3
COc1ccc(/C(C)=N/NC(=O)c2cc(C3CC3)[nH]n2)cc1OC	101	-0.1
O=C(Cc1nc2ccccc2[nH]1)NCc1ccccn1	103	0.2
CC(C)Oc1ccc(CNC(=O)Cc2ccc(NC(=O)N3CCSc4ncccc43)cc2)cc1	110	0.8
CC(NC(=O)c1ccccc1)c1nnc(SCC(=O)c2ccccc2)n1C (stereo not given)	106	1.9
CCOc1ccc(CNC(=O)c2cccn2-c2nnc(N3CCCCC3)s2)cc1OC	101	-1.2
CC(C)(C)n1cnc2cc(N=Cc3ccccc3O)ccc21	102	0.2
Fc1ccccc1CSc1nnc2c(n1)[nH]c1ccccc12	106	1.6
CCC1C/C(=C/c2ccccc2OC)C(=O)/C(=C/c2ccccc2OC)C1 (stereo not given)	99	-0.1
CN1CCN(CC(=O)N2c3ccccc3C(=O)Nc3cccnc32)CC1	99&101	-0.3&0.3
Cc1cccc(N(C)C(CNS(=O)(=O)c2ccccc2)c2ccccc2)c1 (stereo not given)	110	0.5
O=S(=O)(NCc1cn2ccsc2n1)c1ccc2c(c1)OCCO2	100	-0.1
N#Cc1ccc(OCC(=O)N/N=C2\CCc3ccccc32)cc1	101	0
COC(=O)/C=C1\S/C(=N\N=C\c2ccccc2)NC1=O	101	0.2
Cc1ccc(-n2c(C)cc(C(=O)O)c2C)cc1	102	0.1
CCCOc1ccc(C2c3c(oc4ccccc4c3=O)C(=O)N2c2ccc(C)cn2)cc1OCC (stereo not given)	106	0.2
Cc1ccc(NC(=O)Cn2nnn(-c3ccccc3)c2=O)cc1C	101	-0.3
NC1=C(c2ccc3ccccc3n2)C(=O)CS1	103	0.6
CCOC(=O)c1c(C)oc2nc(C)nc(NCCc3ccc(OC)c(OC)c3)c12	110	0.4
COC(=O)c1c(N)n(-c2ccc(OC)c(Cl)c2)c2nc3ccccc3nc12	105	0.1
CCOCCCNC(=O)C(=O)Nc1c2c(nn1-c1ccccc1)CSC2	106	0.1
Cc1cccc(OCc2nnc3n2-c2ccccc2SC3)c1	105	0.4
CCOc1ccc(C(=O)NCC(c2ccc3c(c2)OCO3)N2CCN(C)CC2)cc1 (stereo not given)	102	-1.2
CCN1C(=O)C(C)S/C1=C(/C#N)C(=O)NCc1ccco1 (stereo not given)	100	-0.4
Cc1cc(C(=O)COc2ccc3oc4ccccc4c3c2)c(C)n1CC1CCCO1 (stereo not given)	103	0.1
CN(c1cnn(-c2ccc(Cl)cc2Cl)c(=O)c1Cl)N1CC(C)(C)C1=O	103	0.5
CCNc1nc(NCC)n2c(SCC(=O)N3CC4(C)CC3CC(C)(C)C4)nnc2n1 (stereo not given)	102	-0.1
CC(C(=O)O)c1ccc(-c2ccccc2)c(F)c1 (stereo not given)	101&102	0.1&0.6
COc1ccccc1CNC(=O)CN1NS(=O)(=O)c2ccccc2C1=O	103	0.7
O=C(CCCN=C1NS(=O)(=O)c2ccccc21)Nc1ccccc1N1CCOCC1	103	0.1
O=C(NCCc1c[nH]c2ccccc12)c1ccc2c(c1)NC(=O)C1CCCN21 (stereo not given)	107	2.7
CSc1nnc(-c2ccccc2)n1N	103	1.3
COC(=O)c1sccc1-c1ccc(/C=N/OCc2cc(F)cc3c2OCOC3)o1	104	0.8
CCOC(=O)c1c(-c2ccccc2)oc2ccc(NS(=O)(=O)c3ccc(OC)cc3)cc12	107	0.6
CC(Oc1ccccc1)C(=O)N1CCN(c2ccc(N3CCCCC3)nn2)CC1 (stereo not given)	101	-0.6
CCN(CC)c1ccc2cc(-c3nc4ccccc4[nH]3)c(=O)oc2c1	73	-9.1
COc1cc(C=Nc2c(C)n(C)n(-c3ccccc3)c2=O)ccc1OC(=O)c1ccco1	104	0.5
COc1cccc(-c2nnc(SCC(=O)N(C)c3ccccc3)o2)c1	103	-0.3
CC(=O)Nc1nc(C23CC4CC(CC(C4)C2)C3)cs1	104	0.6
CN(C)c1nc(NCc2ccccc2)nc(Nc2ccc(OC(F)(F)F)cc2)n1	108	0.5

Only part of the results is shown; the hit share may differ from the screen's.
